# High-throughput results from PubChem.
# Diaphorase inh: diaphorase inhibitors and chemical oxidizers, primary screen, counter-screen for diaphorase-coupled primary assays, biochemical, uHTS, resorufin fluorescence | diaphorase resazurin-to-resorufin fluorescence, NADH, 16 min; bacterial (C. kluyveri) enzyme, not human | inhibition, % at 20 µM | hit rate 0.69% among 190,000;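 active = primary screen inhibition at 20 µM above a set limit, cut at about 50% in these data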;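 also: plate controls were DMSO with full reaction for no effect and wells lacking NADH for full effect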
#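 controls = No-NADH positive control and DMSO neutral control | system = Clostridium kluyveri diaphorase enzyme | timing = reaction incubation of 16 min at room temperature | signal = resorufin fluorescence 544/590 nm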
# PPARg SRC-1 ag: PPARgamma agonists recruiting SRC-1 coactivator, primary screen, biochemical. Peroxisome proliferator-activated receptor gamma (Homo sapiens), P37231. PPARgamma-SRC-1 coactivator recruitment biochemical assay. hit rate 0.41% among 200,000. activation, % at 8 µM; in the data active = activation above about 19%;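 also: 0% = DMSO and 100% = reference agonist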
# Diaphorase act: compounds boosting diaphorase resazurin reduction – biochemical, uHTS, resorufin fluorescence, counter-screen for diaphorase-coupled primary assays, primary screen; activation factor at 20 µM; Diaphorase/resazurin coupled assay, 16 min; hits give high values; 1 = vehicle wells, 0 = NADH-free wells; hit rate 0.005% among 190,000;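 active = diaphorase activity raised at least twofold by the compound at 20 µM; inactive = activation factor below 2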
#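 Test system: Clostridium kluyveri diaphorase, purified enzyme. Buffer or medium: 50 mM HEPES pH 7.4 buffer plus MgCl2 and Tween 20. Also added: 0.114 mM NADH and 0.1 mM resazurin, final amounts. Dosing: compound 20 µM once, DMSO 1%. Schedule: 16 min enzyme reaction, ambient temperature. Detection: fluorescence of resorufin, 544 nm excitation, 590 nm emission.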
# ROMK primary: ROMK potassium channel modulators, primary screen, cell-based, thallium flux, MLSMR library; ATP-sensitive inward rectifier potassium channel 1 (Homo sapiens), P48048; Tet-inducible ROMK, thallium flux fluorescence; actives lie on both sides; B-score at 10 µM; hit rate 2% among 130,000; AID 1918, 2009;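 active = signal ratio slope over the read window, or its plate-corrected B-score, at least 3 SD from the plate mean, either direction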;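 also: B-score of the F/F0 ratio slope over 7 to 12 s after thallium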
# Target sequence (P48048 whole entry, looked up): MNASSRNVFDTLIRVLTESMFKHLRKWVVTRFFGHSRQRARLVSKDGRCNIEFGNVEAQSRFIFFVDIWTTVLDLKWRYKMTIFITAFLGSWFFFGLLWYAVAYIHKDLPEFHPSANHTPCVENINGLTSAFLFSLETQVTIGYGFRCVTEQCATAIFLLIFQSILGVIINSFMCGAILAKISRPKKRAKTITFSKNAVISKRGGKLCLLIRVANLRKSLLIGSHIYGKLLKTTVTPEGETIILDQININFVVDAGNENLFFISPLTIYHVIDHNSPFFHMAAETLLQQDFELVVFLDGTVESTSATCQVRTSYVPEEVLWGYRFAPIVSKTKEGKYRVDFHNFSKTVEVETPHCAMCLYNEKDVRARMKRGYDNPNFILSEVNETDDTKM
# PMI act satM6P: human PMI activators, high substrate, primary screen, biochemical, fluorescence intensity, near-saturating mannose 6-phosphate; coupled PMI enzyme assay, resazurin fluorescence, 20 min; hits give high values; 1 = untreated enzyme, 0 = substrate-free blank; activation factor at 20 µM; hit rate 0.34% among 190,000;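 active = activation factor of 2 or more at 20 µM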
# Target sequence (P34949 whole entry, looked up): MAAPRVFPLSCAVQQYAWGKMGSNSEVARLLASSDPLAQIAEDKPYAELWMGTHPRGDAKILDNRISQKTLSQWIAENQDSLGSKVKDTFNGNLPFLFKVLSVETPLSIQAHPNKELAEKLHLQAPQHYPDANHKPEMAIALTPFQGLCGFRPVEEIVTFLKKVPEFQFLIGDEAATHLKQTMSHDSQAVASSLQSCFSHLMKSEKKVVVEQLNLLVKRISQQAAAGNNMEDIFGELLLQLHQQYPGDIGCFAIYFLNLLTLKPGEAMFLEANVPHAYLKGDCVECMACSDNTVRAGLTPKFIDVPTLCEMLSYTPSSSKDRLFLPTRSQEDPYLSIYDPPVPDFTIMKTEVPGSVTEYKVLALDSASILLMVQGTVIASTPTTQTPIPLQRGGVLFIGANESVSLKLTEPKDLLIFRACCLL
#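 Material: human phosphomannose isomerase with PGI, G6PDH, diaphorase coupling enzymes / Reagent: Man-6-P substrate 1.0 mM / Dosing: single compound dose of 20 µM, 1% DMSO final / Incubation: enzyme reaction with compound 20 min at room temperature / Signal: resorufin fluorescence (Ex 544/Em 590 nm) from resazurin via diaphorase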
# PPARg SRC3 recr: PPARgamma agonists recruiting SRC-3 coactivator, primary screen, biochemical; biochemical PPARgamma/SRC-3 coactivator recruitment assay; activation, % at 8 µM; hit rate 0.26% among 200,000; AID 731, 2007; in the data active = activation above about 23%;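 also: 0% = DMSO and 100% = reference agonist; some compounds past the cut are filed as inactive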
# S1P3 antagonist: S1P3 receptor antagonists, primary screen, cell-based | Sphingosine 1-phosphate receptor 3 (Homo sapiens), Q99500 | CHO S1P3 NFAT-BLA reporter, FRET fluorescence, antagonist mode | inhibition, % at 4.98 µM | hit rate 0.27% among 170,000 | AID 485, 2006;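 active = inhibition above the plate cutoff, the mean inhibition of test wells on that plate plus 3 SD, cut at about 28% in these data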;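 also: cells challenged with S1P at its EC80 of 0.8 µM; blue over green emission ratio from cleaved BLA substrate after 4 h stimulation; 0% = S1P-stimulated wells and 100% = unstimulated DMSO-only wells; some compounds past the cut are filed as inactive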
# G6PDH CS: L. mesenteroides G6PDH inhibitors, counter-screen for G6PDH-coupled screening assays, biochemical, Leuconostoc mesenteroides enzyme. glucose-6-phosphate dehydrogenase [Leuconostoc mesenteroides]. Purified L. mesenteroides G6PDH, diaphorase/resazurin coupled fluorescence, 45 min. inhibition, % at 5 µM. hit rate 0.12% among 200,000. AID 1020, 2008; in the data active = inhibition above about 50%
# TR-FRET SRC-2 ct: TR-FRET signal artefacts, primary screen, artefact control for PPARgamma SRC-2 agonist project, biochemical; TR-FRET artefact counter-screen; hits give high values; TR-FRET ratio at 8 µM; hit rate 0.4% among 200,000; AID 1049, 2008; in the data active = TR-FRET ratio above about 2000; also: inactives centre near 1500
# PPARg SRC2 recr: agonists of PPARg-SRC-2 recruitment, primary screen, biochemical, HTS; activation, % at 8 µM; AID 1032, 2008; hit rate 0.34% among 200,000; PPARgamma LBD-SRC-2 recruitment; in the data active = activation above about 22%;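 also: 0% = vehicle and 100% = reference agonist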
# PMI activator: activators of human PMI, primary screen, biochemical, fluorescence intensity, near-Km mannose 6-phosphate. purified human PMI, coupled resazurin fluorescence, 20 min; hits give high values; 1 = vehicle control, 0 substrate-free wells. AID 1214, 2008. activation factor at 20 µM. hit rate 0.005% among 190,000;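 active = activation factor of 2 or more at 20 µM, relative to plate controls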
# * hit, by the source's call; / = not tested or not shown.
SMILES,Diaphorase inh,PPARg SRC-1 ag,Diaphorase act,ROMK primary,PMI act satM6P,PPARg SRC3 recr,S1P3 antagonist,G6PDH CS,TR-FRET SRC-2 ct,PPARg SRC2 recr,PMI activator
CCN(CC)c1ccc(C(=O)N/N=C(\C)c2cccnc2)cc1,8,5,0.9,0.051,1.1,3,-1,-4,1651,5,0.8
O=C(Cn1cnc2ccccc21)NCCCN1CCOCC1,11,10,0.9,/,0.8,6,-22,29,1576,-1,0.8
CCCNS(=O)(=O)c1ccc(OCC(=O)Nc2ccc3c(c2)OCCO3)cc1,3,0,1,0.059,1.1,10,/,2,1585,15,1.1
O=C(CCc1nnc(-c2ccc(-c3ccccc3)cc2)o1)NCCc1ccccn1,13,1,0.9,-0.5,0.8,4,7,20,1369,-1,0.8
CCn1cc(C(=O)N2CCn3c(nc4ccccc43)C2)c(=O)c2ccc(C)nc21,13,0,0.9,/,1,-5,68*,-3,1519,3,1
CC(/C=C/c1ccco1)=N/NC(=O)OC(C)(C)C,18,4,0.8,-0.011,1,-3,-3,-7,1633,-6,1
CC(C)c1ccc(-n2cccc2/C=C2/C(=N)N3C=CSC3=NC2=O)cc1,-4,-1,1,-0.95,1.1,4,7,11,1593,-6,1.3
Cc1ccc(-c2noc(CN3CCN(C(c4ccccc4)c4ccccc4)CC3)n2)cc1,23,-5,0.8,/,0.8,8,/,-2,1534,-9,0.9
CC(=O)Nc1ccc(S(=O)(=O)NCC2CCC(C(=O)N3CCCCCC3)CC2)cc1 (stereo not given),-11,1,1.1,-0.75,1.1,9,-44,6,1601,5,1
COc1ccc(S(=O)(=O)Nc2ccccc2-c2nnn(CC(=O)Nc3ccccc3OC)n2)cc1,12,3,0.9,-0.58,1,1,3,3,1630,-8,0.9
N#CC12C(N)=NC3(OCCO3)C1(C#N)C1=C(CCC1)NC2c1ccccc1 (stereo not given),9,4,0.9,/,0.9,5,-4,6,1461,6,1
CCSc1nnc2ccc(-c3ccco3)nn12,25,2,0.8,0.31,1.1,0,-22,2,1627,6,1
O=C(CSc1nnc(-c2ccco2)o1)c1ccccc1Cl,22,17,0.8,0.25,0.9,4,-6,-1,1621,5,0.9
Cc1ccc(-c2csc3nc(SCC(=O)N(C)C)n(Cc4ccccc4)c(=O)c23)cc1,15,2,0.8,/,0.9,-2,9,-24,1468,-7,0.8
CCN1CCN(S(=O)(=O)c2cc(C)c(OC)cc2C)CC1,8,5,0.9,/,1,-4,-39,-15,1467,6,1
CCOC(=O)C1(Cc2cccc(OC)c2)CCN(Cc2cccc3cnccc23)CC1,0,9,1,0.087,1,0,-1,10,1546,2,0.9
O=C(NNC(=O)c1cccc(S(=O)(=O)N2CCN(c3ccccc3)CC2)c1)c1ccc(Cl)cc1,4,-1,1,/,1,-3,-6,14,1500,3,0.9
Fc1cccc(C2NC(=S)NC3=C2N2CCC3CC2)c1 (stereo not given),5,9,0.9,/,1,2,/,16,1568,4,0.9
CCCOc1ccccc1C(=O)NCCCC(=O)O,-5,-4,1.1,0.94,1.1,-6,/,3,1565,-7,1
COc1ccc(OC)c2c(N3CC(C)OC(C)C3)cc(C(F)(F)F)nc12 (stereo not given),/,4,/,0.72,/,1,-28,/,1413,-2,/
Cc1cc(NC(=O)COC(=O)C2CCCN2C(=O)c2cccs2)no1 (stereo not given),12,-1,0.9,-0.041,0.9,7,-25,1,1364,6,0.9
Cc1ccc(C(=O)NC2(C(Cl)Cl)N=C(c3ccccc3)N=C2N)cc1 (stereo not given),8,-4,0.9,-0.017,1,-8,1,4,1412,-5,1
Nn1c(SCC(=O)N2CCCc3ccccc32)nncc1=O,9,-2,0.9,0.62,0.9,-4,-10,2,1518,-1,1
CSc1ccc(S(=O)(=O)NC(C)c2ccccc2)cc1 (stereo not given),15,0,0.9,-0.2,1,5,-12,9,1732,7,0.9
O=C(NCc1ccc2c(c1)OCO2)c1cc2c(s1)CS(=O)(=O)C2,11,6,0.9,/,0.9,-1,-3,2,1646,2,0.9
Cc1cc(NC(=O)c2ccc(Cn3nc(C)c(Br)c3C)o2)no1,10,-1,0.9,0.061,0.9,13,23,-2,1605,-1,0.9
O=C(c1ccccc1)c1ccc(N2CCOCC2)c(F)c1,14,11,0.9,-0.33,1,-4,3,7,1549,3,0.9
CCOc1ccc(Br)cc1S(=O)(=O)Nc1ccc(Cl)c(S(=O)(=O)N(CC)c2ccccc2)c1,21,-1,0.8,0.077,0.9,-3,-1,2,1549,1,0.9
Cc1ccc(Nc2ccc(N3CCN(c4ccc([N+](=O)[O-])cc4)CC3)nn2)cc1,6,8,0.9,-0.018,1.1,0,8,2,1750,4,1.2
O=S(=O)(c1ccccc1F)N1CCN(Cc2nc3ccccc3[nH]2)CC1,0,3,1,-0.37,1.1,-1,/,8,1539,-1,0.9
CCOC(=O)Nc1cc(OCC)c(NC(=O)C2CC2)cc1OCC,34,2,0.7,/,0.8,0,-2,9,1562,5,0.8
COc1ccc(C)cc1S(=O)(=O)Nc1ccc2c(c1)OCO2,8,-3,0.9,0.23,0.9,3,-17,-2,1595,5,1
Cc1nc2cc(N=NC3=C(O)CCCC3=O)ccc2s1,18,8,0.8,-0.58,0.8,-1,2,1,1635,5,0.9
C#CC(CC)(CC)NC(=O)c1ccc(Br)s1,8,-3,0.9,2,0.9,0,4,-4,1444,1,1
Cc1nc(CS(=O)(=O)c2ccccc2)cc(N2CCOCC2)n1,17,6,0.8,/,0.9,-3,/,4,1586,6,0.9
O=C(c1ccccc1)N1CCN(C2CC3CCC2C3)CC1 (stereo not given),20,-4,0.8,/,0.9,0,4,9,1533,-7,0.9
C/C(Nc1cccc(F)c1)=C(/C#N)C(N)=O,14,5,0.9,/,0.9,12,4,-15,1532,1,0.9
O=C(COC(=O)CCCOc1ccc(Cl)cc1Cl)Nc1cccc(Cl)c1,24,-2,0.8,-1.2,0.9,-2,43*,-2,1574,-2,0.9
CC(Sc1nc(NC(C)(C)C)nc(N(C)C)n1)C(=O)Nc1ccccc1 (stereo not given),4,6,1,/,0.9,7,-1,5,1404,2,0.9
COc1ccc2cc(-c3[nH]ncc3CN3C[C@@H]4CCC[C@H]3C4)ccc2c1,10,9,0.9,-0.49,0.9,8,-25,16,1513,8,1

# Given tab-delimited: entries from further up.
canonical_smiles	Diaphorase inh	PPARg SRC-1 ag	Diaphorase act	ROMK primary	PMI act satM6P	PPARg SRC3 recr	S1P3 antagonist	G6PDH CS	TR-FRET SRC-2 ct	PPARg SRC2 recr	PMI activator
CCOC(=O)C1(Cc2cccc(OC)c2)CCN(Cc2cccc3cnccc23)CC1	0	9	1	0.087	1	0	-1	10	1546	2	0.9
CSc1ccc(S(=O)(=O)NC(C)c2ccccc2)cc1 (stereo not given)	15	0	0.9	-0.2	1	5	-12	9	1732	7	0.9
N#CC12C(N)=NC3(OCCO3)C1(C#N)C1=C(CCC1)NC2c1ccccc1 (stereo not given)	9	4	0.9	/	0.9	5	-4	6	1461	6	1

# Continued.
SMILES,Diaphorase inh,PPARg SRC-1 ag,Diaphorase act,ROMK primary,PMI act satM6P,PPARg SRC3 recr,S1P3 antagonist,G6PDH CS,TR-FRET SRC-2 ct,PPARg SRC2 recr,PMI activator
CCCN(Cc1ccccc1)C(=S)Nc1cccc(C(F)(F)F)c1,6,-9,0.9,/,1.1,1,10,-18,1558,2,0.9
COc1cc(/C=N/NC(=O)CNc2n[nH]c(=O)[nH]c2=O)ccc1O,10,7,0.9,/,0.9,0,-2,-12,1593,6,0.8
CC(=O)Nc1ccc(S(=O)(=O)N2CCN=C2C)cc1,8,9,0.9,/,1,2,3,-4,1597,11,1
COc1ccc(S(=O)(=O)NCCc2ccc(F)cc2)cc1,11,9,0.9,-0.49,0.9,1,-12,-12,1545,10,0.9
CC1CCN(Cc2nc3c(c(=O)n(C)c(=O)n3C)n2Cc2c(F)cccc2Cl)CC1,/,-5,/,/,/,6,-26,/,1535,-5,/
Cc1ccc(N(CC(=O)NCc2ccc(F)cc2)S(=O)(=O)c2cccs2)cc1,1,3,1,0.013,1,-4,/,15,1501,6,1
COc1ccccc1N1CCN(C(c2ccccc2)c2nnnn2CCc2ccccc2)CC1 (stereo not given),10,1,0.9,/,1.3,4,/,-4,1473,1,1.3
CCOC(=O)C1CCN(CCC(=O)Nc2ccc(C)cc2)CC1,/,0,/,-0.28,/,3,1,6,1461,5,/
O=C(NCCc1ccccc1)C1CCN(c2ncccn2)CC1,7,5,0.9,0.32,1,1,-15,8,1623,3,1
COc1cc(N2CCCC2)c(OC)cc1/C=C1/NC(=S)NC1=O,15,2,0.8,/,0.7,-1,4,46,1345,-5,1.1
CCOc1ncccc1C(=O)OCc1cn2cc(Cl)ccc2n1,12,-8,0.9,0.39,1,-6,-3,12,1585,-3,1
O=c1c2c(ncn2C2CCCC2)n(Cc2ccccc2)c(=O)n1CCOc1ccccc1,7,-2,0.9,/,0.9,1,-6,8,1523,-13,0.9
O=C(CSc1nnc2ccccn12)N1CCc2ccccc21,24,-4,0.8,-0.21,0.9,2,6,-4,1312,-3,1
Cc1cccc2cc(CN(Cc3ccccc3)C(=O)N(C)C)c(=O)[nH]c12,10,0,0.9,1,0.9,15,-18,3,1494,0,0.9
N#Cc1c(NC(=O)c2cccnc2)sc2c1CCC2,14,4,0.9,1.9,1,5,/,-6,1677,8,1
O=C(Oc1ccccc1)c1cccc(COC(=O)c2cnccn2)c1,12,3,0.9,0.035,0.9,11,-21,9,1590,9,0.8
COCCn1c(SCC(=O)Nc2ccccc2OC)nc2c(oc3ccccc32)c1=O,36,-4,0.6,-1,0.9,0,-14,-4,1537,7,0.9
CCOc1cc(-c2c(C#N)c(N)nc3c2CCCC3C)ccc1O (stereo not given),14,11,0.9,/,0.9,5,7,1,1586,3,0.8
O=C(c1ccc(Cl)cc1)c1coc2ccc(O)cc12,17,4,0.8,/,1,4,/,1,1452,-2,1
CCNC(=O)CN1C(=O)NC2(CCCCCC2)C1=O,5,-1,1,-0.63,1.1,-5,/,-1,1528,18,1.1
